High-throughput results (PubChem)
Pol beta inh: blocks human DNA polymerase beta activity; P06746; Pol beta primer extension/strand displacement, fluorescence kinetic; AID 485314; Potency, µM (doses to about 114 µM), inactives show at the highest dose activity change, negative = inhibition, usual class: inhibitors; actives 1.3% (n = 340,000); note: % is set by controls: 0 for no effect and ±100 for the full control effect
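Values derive from four-parameter Hill fits of normalized kinetic data: reads at 0 and 10 min following addition of 50 nM substrate to 10 nM Pol beta preincubated 15 min with compound.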
Pol iota inh: blocks human DNA polymerase iota activity; Pol iota fluorescent replication assay, 10 min; actives 1% (n = 390,000); Q9UNA4; AID 588590; Potency, µM (titrated, usually from 115 µM), for the others: at the top dose activity, negative = inhibition, hits mostly inhibitors
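Pol iota at 10 nM preincubated 15 min with compounds at room temperature; reaction started with fluorescent substrate, 50 nM final. Fluorescence read kinetically at 0 and 10 min; buffer-only wells as negative control.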
Pol kappa inh: inhibitors of human DNA polymerase kappa; AID 588579; actives 0.53% (n = 400,000); purified Pol kappa, fluorescent DNA synthesis assay, 10 min; Potency, µM (top dose mostly 107 µM), without a hit: at the highest dose activity, negative = inhibition, usual class: inhibitors; Q9UBT6; note: % is set by controls: 0 for no effect and ±100 for the full control effect
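Readout: fluorescence, taken kinetically at 0 and 10 min. Conditions: 10 nM Pol kappa, 15 min RT compound preincubation, 50 nM substrate final. Controls: enzyme-free buffer wells.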
APE1 inh: blocks human APE1 abasic DNA cleavage; P27695; recombinant APE1, TAMRA/BHQ-2 abasic DNA cleavage fluorescence; Potency, µM (titrated, usually from 65.8 µM), for inactives: at the highest dose activity change, negative = inhibition, actives largely listed as inhibitors; actives 0.35% (n = 350,000); AID 2517;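 note: plate controls were vehicle for no effect and reference inhibitor for full effect; nearly all actives have a fitted effect of over 55% in size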
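APE1 at 0.75 nM preincubated 15 min at room temperature with compound. Reaction then started with 50 nM double-stranded THF-abasic substrate labelled with TAMRA/BHQ-2, and 525/598 nm fluorescence read kinetically. Activity taken as third-minus-first read difference, normalized to DMSO and NSC13755 controls.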
JMJD2A Tudor: blocks the human JMJD2A Tudor domain; actives 4.4% (n = 390,000); Potency, µM (highest dose often 114 µM), for inactives: at the highest dose activity change, negative = inhibition, most hits filed as inhibitors; O75164; AID 504339; AlphaScreen JMJD2A-Tudor / H3K4me3 peptide binding; note: % is set by controls: 0 for no effect and ±100 for the full control effect; nearly all actives have a fitted effect of over 50% in size
BAZ2B block: BAZ2B (human) inhibition | Q9UIF8 | AlphaScreen BAZ2B-H3K14Ac peptide displacement | Potency, µM (series often up to 114 µM), without a hit: top-dose activity change, negative = inhibition, most hits filed as inhibitors | actives 4.4% (n = 360,000) | AID 504333; note: % is set by controls: 0 for no effect and ±100 for the full control effect; nearly all actives have a fitted effect of over 60% in size
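Compounds, titrated to a top concentration of 110 uM, were incubated 30 min at room temperature with preformed BAZ2B/acetyl-K14 H3 peptide complex (50 nM each). Proximity signal was measured by AlphaScreen after 20 min with beads.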
BLM helicase inh: blocks DNA unwinding by human BLM helicase | P54132 | recombinant BLM DNA unwinding, fluorescence dequenching | actives 0.2% (n = 350,000) | Potency, µM (doses to about 56.1 µM), without a hit: top-dose activity change, negative = inhibition, actives largely listed as inhibitors;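 note: plate controls were vehicle for no effect and no enzyme for full effect; nearly all actives have a fitted effect of over 35% in size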
G9a block: G9a (human) methyltransferase inhibition. Q96KQ7. G9a H3K9 monomethylation, AlphaScreen, 2 h. AID 504332. Potency, µM (series often up to 102 µM), for inactives: top-dose activity, negative = inhibition, most hits filed as inhibitors. actives 8.8% (n = 350,000); note: % is set by controls: 0 for no effect and ±100 for the full control effect; nearly all actives have a fitted effect of over 75% in size
Target sequence (Q96KQ7 913-1193 limits assumed): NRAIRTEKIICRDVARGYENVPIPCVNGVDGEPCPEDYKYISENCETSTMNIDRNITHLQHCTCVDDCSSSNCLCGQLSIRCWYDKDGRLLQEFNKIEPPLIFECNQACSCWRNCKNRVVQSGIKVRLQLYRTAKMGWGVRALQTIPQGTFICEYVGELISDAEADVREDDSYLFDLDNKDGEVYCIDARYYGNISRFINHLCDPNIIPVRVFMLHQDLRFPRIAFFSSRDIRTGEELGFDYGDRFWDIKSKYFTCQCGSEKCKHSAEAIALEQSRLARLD
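AlphaScreen read-out: biotin-H3K9 peptide (500 nM) methylation by 20 nM enzyme with 20 uM SAM, 2 h at room temperature after 15 min compound preincubation; anti-monomethyl H3K9 antibody plus donor/acceptor beads, 10 min dark.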
POLH inh: inhibitors of human DNA polymerase eta. Q9Y253. recombinant Pol eta, fluorescent DNA replication assay. Potency, µM (series often up to 114 µM), without a hit: at the highest dose activity change, negative = inhibition, actives largely listed as inhibitors. actives 1.2% (n = 390,000). AID 588591; note: % is set by controls: 0 for no effect and ±100 for the full control effect
Target sequence (Q9Y253 whole entry, looked up): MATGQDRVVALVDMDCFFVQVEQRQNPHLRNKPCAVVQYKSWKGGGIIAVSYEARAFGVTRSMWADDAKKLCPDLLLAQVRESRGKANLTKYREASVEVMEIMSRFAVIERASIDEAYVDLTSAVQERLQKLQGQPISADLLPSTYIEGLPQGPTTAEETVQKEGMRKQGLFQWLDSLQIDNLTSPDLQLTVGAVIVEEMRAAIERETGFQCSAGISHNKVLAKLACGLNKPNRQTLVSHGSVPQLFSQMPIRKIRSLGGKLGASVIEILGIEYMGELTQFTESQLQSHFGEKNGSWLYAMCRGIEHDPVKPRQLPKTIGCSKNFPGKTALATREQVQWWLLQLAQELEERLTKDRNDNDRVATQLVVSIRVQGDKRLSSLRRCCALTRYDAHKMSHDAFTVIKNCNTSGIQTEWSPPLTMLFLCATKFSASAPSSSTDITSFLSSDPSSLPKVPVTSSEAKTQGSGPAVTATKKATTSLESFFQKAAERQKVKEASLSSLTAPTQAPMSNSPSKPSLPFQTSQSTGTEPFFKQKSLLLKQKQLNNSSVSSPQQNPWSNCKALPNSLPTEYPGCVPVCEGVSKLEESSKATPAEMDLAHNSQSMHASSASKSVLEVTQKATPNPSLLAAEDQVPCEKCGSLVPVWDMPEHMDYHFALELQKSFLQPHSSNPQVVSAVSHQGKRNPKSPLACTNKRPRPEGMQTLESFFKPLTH
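Pol eta (10 nM) was preincubated with compounds for 15 min at room temperature, after which fluorescent replication substrate (50 nM final) was added to start the reaction. Fluorescence was read kinetically at 0 and 10 min.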
Active calls of the source: *; ? = inconclusive; · = not tested or not shown; [ ] = dose if it differs, or a comment. Calls come from the whole dose curve; as a rule, active = well fitted curve in the direction sought with a large enough effect; inconclusive = small, poorly fitted or top-dose-only effect, or another doubt; inactive = no such curve, though single readings can be large; an effect the other way counts as inactive or inconclusive. Potency is the fitted concentration of half-maximal effect.

smiles | Pol beta inh | Pol iota inh | Pol kappa inh | APE1 inh | JMJD2A Tudor | BAZ2B block | BLM helicase inh | G9a block | POLH inh
CC(=O)Nc1ccc(S(=O)(=O)N2CCN(CCc3ccccc3)CC2)cc1 | 39% | 12% | -5% | 12% | -17% | ? | -4% | 15% | -8%
O=S(=O)(c1ccccc1)c1nc(-c2ccccc2)oc1N1CCCC1 | -1% | 82%[activator] | 1% | 14% | 79µM* | -4% | -1% | 5% | -4%
COc1cc(CCC(=O)OCC(=O)Nc2ccc3c(c2)OCO3)cc(OC)c1OC | 0% | -2% | -4% | 21% | -31% | -15% | -3% | ? | -2%
CCOC(=O)c1c(C)nc2c3ccccc3ccn12 | 25% | -6%[58.9 µM] | 1% | -3% | 10% | 7% | -6% | 3%[59 µM] | 7%
COc1cccc([C@@H]2CC=C(C(=O)O)[C@H](c3ccc(C)cc3)N2S(=O)(=O)c2ccc(C)cc2)c1 | · | -8% | 2% | 9% | -5% | · | · | · | -14%
Cc1ncc([N+](=O)[O-])n1CC(=O)Nc1cc(Cl)ccc1Cl | -7% | 18% | 4% | 4% | 0% | -15% | -2% | 12% | 3%
O=C(NCCN1CCN(C(=O)c2cccs2)CC1)C(=O)Nc1ccc(Br)cc1 | 0% | 6% | -23% | 7% | -14% | -18% | -1% | -1%[12.7 µM] | 1%
CC[C@]12c3[nH]c4cc(-c5ccco5)ccc4c3CCN1C(=O)[C@@H](CC(=O)NCCN1CCOCC1)C[C@@H]2C(=O)N1CCN(C(=O)C2CC2)CC1 | · | 32%[activator] | 8% | -8% | -14% | · | · | · | -19%
COc1ccc(CNC(=O)C(NS(=O)(=O)c2cccc3nsnc23)C(C)C)cc1 (stereo not given) | 49%[activator] | 11% | -7% | -1% | -2% | -3% | -15% | · | -7%
O=[N+]([O-])c1ccc2c(c1)C(=NO)c1cc(F)ccc1-2 | · | 13% | -10% | · | ? | · | · | · | 8%
COc1ccc(CNC(=O)c2ccc(S(=O)(=O)N3CC(C)CC(C)C3)cc2)cc1OC (stereo not given) | · | -17% | -10% | · | 2% | · | · | · | -18%
Cc1ccc(S(=O)(=O)N2[C@@H](c3ccccc3)C(C(=O)O)=CC[C@H]2c2ccc(Cl)c(Cl)c2)cc1 | · | 35%[activator] | -15% | 16% | -14% | ? | · | 24%[2.33 µM] | ?
Cc1nc2ccccn2c1C(=O)N=Nc1c(O)[nH]c2ccccc12 | 34% | 107%[activator] | -5% | 12% | 11% | 2% | 4% | -8%[59 µM] | -14%
CC1CCCCC12NC(=O)N(CC(=O)NC1CCCc3ccccc31)C2=O (stereo not given) | 5%[57.1 µM] | -4% | -18% | 13% | -22% | 1% | 1% | 22% | -9%
Cc1cccc(NC(=O)N2CCN(C(=O)c3nsc4ccccc34)CC2)c1C | -7% | -1% | -4%[60.1 µM] | · | -16% | 4% | 0% | 6%[59 µM] | 1%
CC(=O)N1CCN(CC(=O)NC(=O)Nc2ccc3c(c2)OCCO3)CC1 | · | 17% | -7% | -10% | -11% | -4% | · | 0% | -14%
Cc1cc(C)c(NC(=O)NC2CCCCC2)c(C)c1 | 36% | 12% | 3% | 2% | -15% | 2% | -3% | ? | -1%
COc1ccc(N2CCN(C(C)C(=O)N3CCc4ccccc43)CC2)cc1 (stereo not given) | 41% | 33%[activator] | -3% | -11% | ? | ? | -3% | 40µM* | -10%
COc1cccc(NC(=O)CSc2nc3c(oc4ccccc43)c(=O)n2Cc2ccco2)c1 | 0% | 0% | 1% | · | -9% | 3% | -9% | -1%[59 µM] | -15%
C=CCC1c2cccc(C(=O)O)c2C(=O)N1c1cccc(OC)c1 (stereo not given) | -3% | -9% | 0% | -1% | -9% | ? | -9% | 27%[12.7 µM] | -4%
Cc1cc(C)nc(SCCC(=O)Nc2cccc3ccccc23)n1 | -2% | -3% | -11% | -3% | -4% | 0%[57.1 µM] | -6% | -84% | 6%
Cc1ccccc1NCc1ccc([N+](=O)[O-])s1 | -8% | 45%[activator] | -12% | -15% | ? | 50µM* | 3% | · | -16%
CC1=CC(C)(C)N(C(=O)CCl)c2ccccc21 | 1% | -3% | -4% | 22% | 3% | -2% | -12% | · | -11%
CC(=O)Nc1nnc(SCC(=O)Nc2ccc(N3CCOCC3)c(Cl)c2)s1 | ? | 12% | 7% | 3% | -5%[11.4 µM] | -29% | -6% | ? | 16%
CSCCC(NC(=O)c1ccccc1Cl)C(=O)NNC(=O)c1csc(N2CCOCC2)n1 (stereo not given) | · | 13% | -7% | -11% | 1% | -4% | · | 29% | -11%
COc1ccc(C)cc1-n1nnnc1SCC(=O)NC1CC1 | · | -4% | -15% | 11% | 0% | 8% | · | 25%[2.33 µM] | -11%
Cn1c(=O)oc2cc(S(=O)(=O)Nc3ccc(C(=O)O)cc3)ccc21 | ? | ? | -19% | · | -26% | -19% | -5% | -19%[59 µM] | 89µM*
O=C(O)CCC(=O)N1CCN(c2nc(-c3ccccc3Cl)c3cc(Br)ccc3n2)CC1 | 2% | -4% | -13% | 3% | 11% | 10% | 4% | · | 1%
COC(=O)COc1cccc(NS(=O)(=O)c2cccc([N+](=O)[O-])c2)c1 | 14% | 57%[activator] | -13% | 3% | -18% | -15% | 1% | 5% | -3%
Cc1cc(=O)[nH]c(N/N=C/c2c[nH]c3ccccc23)n1 | -3% | -7% | 2% | 5% | -13% | 19% | 0% | ? | -8%

Next section; it opens with the five that closed the last part.
smiles | Pol beta inh | Pol iota inh | Pol kappa inh | APE1 inh | JMJD2A Tudor | BAZ2B block | BLM helicase inh | G9a block | POLH inh
COc1ccc(C)cc1-n1nnnc1SCC(=O)NC1CC1 | · | -4% | -15% | 11% | 0% | 8% | · | 25%[2.33 µM] | -11%
Cn1c(=O)oc2cc(S(=O)(=O)Nc3ccc(C(=O)O)cc3)ccc21 | ? | ? | -19% | · | -26% | -19% | -5% | -19%[59 µM] | 89µM*
O=C(O)CCC(=O)N1CCN(c2nc(-c3ccccc3Cl)c3cc(Br)ccc3n2)CC1 | 2% | -4% | -13% | 3% | 11% | 10% | 4% | · | 1%
COC(=O)COc1cccc(NS(=O)(=O)c2cccc([N+](=O)[O-])c2)c1 | 14% | 57%[activator] | -13% | 3% | -18% | -15% | 1% | 5% | -3%
Cc1cc(=O)[nH]c(N/N=C/c2c[nH]c3ccccc23)n1 | -3% | -7% | 2% | 5% | -13% | 19% | 0% | ? | -8%
CCCc1c(O)nc(SCC(=O)NCCc2ccc(OC)c(OC)c2)[nH]c1=O | ? | 10% | -2% | 0% | -12% | 1% | 1% | 4%[12.7 µM] | ?
CC(C)(C)C(=O)N1CCC2CC1c1cc(Cl)ccc12 (stereo not given) | · | 12% | 4% | · | 1% | · | · | · | -13%
Cc1ccc(-n2nc(-c3ccc(F)cc3)c3cnc4cc5c(cc4c32)OCO5)cc1C | 0% | 16% | -2% | · | -20% | · | -2% | 9%[59 µM] | 11%
CCc1ccc(NC(=O)CCc2ccc(C)o2)cc1 | 5% | ? | -10% | 49%[activator] | -21% | ? | -11% | -50% | -9%
COc1ccc2cc(S(=O)(=O)NCCCN3CCOCC3)ccc2c1 | ? | 16% | -2% | 5% | -14% | 7% | 6% | -1% | 11%
Cc1cc(C(=O)NNc2cc(Cl)ccc2Cl)no1 | 36% | 55%[activator] | -2% | -5% | -25% | -1% | -6% | -22% | -17%
CCCCc1sc(-c2c(C#N)c(N)nc3c2CCCCC3)cc1[N+](=O)[O-] | 1% | -4% | -5% | -9% | ? | -27% | -13% | -23%[59 µM] | -18%
CCCCc1nc(C(N)=O)c2[nH]c(=O)n(-c3ccc(OC)c(OC)c3)c2n1 | 25% | 1% | 5% | 3% | -16% | -12% | -2% | 10% | 5%
O=C(NC(NCc1ccccn1)(C(F)(F)F)C(F)(F)F)c1ccco1 | 43% | 12% | -4% | -1% | 0.71µM* | 50µM* | -2% | 16% | -4%
COc1ccc(OCCCC(=O)NCCc2nc3ccccc3[nH]2)cc1 | -2% | 70%[activator] | -8% | 0% | -22% | -27% | -6% | 3% | 6%
CC1CN(C(=S)NC(=O)c2ccco2)CC(C)O1 (stereo not given) | 17% | -9% | 0% | -6% | ? | 5% | 5% | ? | -7%
C=CCOc1c(CNc2ncn[nH]2)cccc1OC | 0% | 19% | -8% | -1% | -13% | -20% | 0% | 11%[12.7 µM] | -18%
O=C(Cn1cnc2ccccc21)N1CCc2ccccc21 | -8% | 19% | -14% | 4% | -6% | -16% | -4% | -3% | -4%
O=C(c1cc(-c2ccc(O)cc2)on1)N1CCCC1 | ? | ? | -13% | 46%[activator][12.4 µM] | -11% | 1% | -2% | -2%[59 µM] | -23%
Cc1ccc(OCC(=O)N(Cc2ccco2)C2CCS(=O)(=O)C2)cc1C (stereo not given) | 20% | -8% | -4% | 6% | -13% | ? | 0% | -2% | -7%
C=C(C)CSc1nc(N)c(C#N)c(-c2ccc(C)cc2)c1C#N | 13% | 4% | -13% | 2% | -4% | -24% | 2% | ? | -4%
COc1ccc2[nH]c3c(c2c1)CCN1C(=O)C(CC(=O)NCc2ccco2)C[C@H](C(=O)N(C(C)C)C(C)C)[C@@]31C (stereo not given in full) | · | 29% | 6% | 1% | ? | · | · | · | -14%
Cc1cc(N2CCOCC2)n2ncc(-c3ccccc3)c2n1 | -3% | -6% | -3% | 10% | 48%[activator] | 44%[activator] | -13% | ? | -10%
O=C(c1cc(COc2ccc(F)cc2Cl)on1)N1CCc2sccc2C1 | 3% | 26% | -1% | -24% | 19% | 17% | -10% | 38%[activator] | -25%
O=C(CCc1ccc(O)c(O)c1)N/N=C/c1cc2c(cc1[N+](=O)[O-])OCO2 | 25µM* | 32µM* | 25µM* | -30% | 40µM* | 45µM* | -20% | 3.5µM* | 18µM*
CCN(CC)CCCN1C(=O)C(O)=C(C(=O)c2ccc(C)o2)C1c1ccc(C)o1 (stereo not given) | 7% | 13% | 2% | 3% | ? | -30% | 0% | 20µM* | -14%
COc1ccc(-n2nnnc2SCc2nc3ccccc3s2)cc1 | 6% | -10% | -8% | -10% | 31% | 12% | -10% | 14% | -14%
COc1ccc(C(=O)NC2=Nc3ccccc3N=C(C)C2c2ccccc2)cc1 (stereo not given) | 2% | 53%[activator] | -9% | 0% | -28% | -26% | -8% | ? | -20%
CC(C)(C)NC(=O)CN(C(=O)c1ccc(CN2CCOCC2)o1)c1ccc2c(c1)OCCO2 | 8% | 8% | -14% | 12% | -17% | 5% | 1% | ? | -16%

This is a subset (hit frequency here may not be typical).
